Bioassay records: PubChem, National Center for Advancing Translational Sciences (NCATS)
PLK1 PBD inh: qHTS for Inhibitors of PLK1-PDB (polo-like kinase 1 - polo-box domain): Primary Screen | Potency, µM, inactives show max response, negative = inhibition, actives largely listed as inhibitors | 360,000 compounds, 2.8% hits | Serine/threonine-protein kinase PLK1 (Homo sapiens), P53350 | Plk1 PBD binding of FITC phosphopeptide, fluorescence polarization; note: potency is the fitted concentration of half-maximal effect; series mostly up to about 57 µM; % is set by controls: 0 for no effect and ±100 for the full control effect; nearly all actives have a fitted effect of over 65% in size
CCT modulator: High-Throughput Screening for Modulators of Cytosolic Chaperonin Activity | purified chaperonin ATPase assay, HTRF ADP detection, 30 min | activity change, % (no concentration beside the values), hits read low | 360,000 compounds, 0.3% hits | AID 651819, 2012; in the data active = activity change below about -30%; note: % is set by controls: 0 for no effect and ±100 for the full control effect
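We incubate TRiC, 40 or 20 nM final, with library compounds at 76 uM and 10 uM ATP for 30 min at 37 °C. ADP formed is detected with Transcreener HTRF reagents after 30 min at room temperature.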
PI5P4K alpha inh: qHTS for Inhibitors of phosphatidylinositol 5-phosphate 4-kinase (PI5P4K) | max response, % | 330,000 compounds, 1.2% hits | Phosphatidylinositol 5-phosphate 4-kinase type-2 alpha (Homo sapiens), P48426 | PI5P4Kalpha enzyme, ADP-Glo luminescence, 60 min; stronger effect = lower value; active = max response of -50% or lower; inconclusive = between -30% and -50%; inactive = -30% or higher; note: value at the top dose of about 77 µM; % is set by controls: 0 for no effect and ±100 for the full control effect
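ADP-Glo luminescence end-point after a 60 min room-temperature kinase reaction. PI5P4Kalpha and substrate in HEPES pH 7.4 buffer with EGTA, 0.1% CHAPS and 5% DMSO; ATP at 5 microM final.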
MmCpn inh: Inhibitors of TCP-1 ring complex (TRiC) of Methanococcus maripaludis (MmCpn): qHTS. Chaperonin Mm-Cpn (Methanococcus maripaludis). purified Mm-Cpn ATPase, ADP Transcreener TR-FRET. Potency, µM (series often up to 76.9 µM), without a hit: at the top dose activity, negative = inhibition, usual class: inhibitors. 330,000 compounds, 0.031% hits; note: potency is the fitted concentration of half-maximal effect; % is set by controls: 0 for no effect and ±100 for the full control effect; nearly all actives have a fitted effect of over 80% in size
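Quantitative HTS used 25 nM Mm-CPN and 10 uM ATP in magnesium/KCl Tris buffer, pH 7.4, with 1 mM DTT. Hydrolysis ran 30 min at 37°C; ADP was read by HTRF.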
WRN helicase inh: qHTS for Inhibitors of WRN Helicase; WRN helicase unwinding, fluorescent forked duplex, kinetic; 360,000 compounds, 0.46% hits; Potency, µM (top dose mostly 114 µM), inactives show at the highest dose activity change, negative = inhibition, hits mostly inhibitors; note: potency is the fitted concentration of half-maximal effect; % is set by controls: 0 for no effect and ±100 for the full control effect; nearly all actives have a fitted effect of over 55% in size
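Kinetic red-fluorescence monitoring (525/598 nm) tracks WRN helicase activity after 100 nM fluorophore-quencher forked duplex and 2 mM ATP are added to 20 nM enzyme pretreated 15 min at room temperature with compound.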
EPAC1 ag: qHTS for Agonist of cAMP-regulated guanine nucleotide exchange factor 3 (EPAC1): primary screen; Rap guanine nucleotide exchange factor 3 (Homo sapiens), O95398; EPAC1 agonist qHTS, biochemical assay; response scale: 100% = response to 6.5 mM cAMP; Potency, µM (highest dose often 154 µM), for the others: at the top dose activation, most hits filed as activators; 360,000 compounds, 0.073% hits; AID 720707, 2013; note: potency is the fitted concentration of half-maximal effect; nearly all actives have a fitted effect of over 60% in size
Target sequence (O95398 whole entry, looked up): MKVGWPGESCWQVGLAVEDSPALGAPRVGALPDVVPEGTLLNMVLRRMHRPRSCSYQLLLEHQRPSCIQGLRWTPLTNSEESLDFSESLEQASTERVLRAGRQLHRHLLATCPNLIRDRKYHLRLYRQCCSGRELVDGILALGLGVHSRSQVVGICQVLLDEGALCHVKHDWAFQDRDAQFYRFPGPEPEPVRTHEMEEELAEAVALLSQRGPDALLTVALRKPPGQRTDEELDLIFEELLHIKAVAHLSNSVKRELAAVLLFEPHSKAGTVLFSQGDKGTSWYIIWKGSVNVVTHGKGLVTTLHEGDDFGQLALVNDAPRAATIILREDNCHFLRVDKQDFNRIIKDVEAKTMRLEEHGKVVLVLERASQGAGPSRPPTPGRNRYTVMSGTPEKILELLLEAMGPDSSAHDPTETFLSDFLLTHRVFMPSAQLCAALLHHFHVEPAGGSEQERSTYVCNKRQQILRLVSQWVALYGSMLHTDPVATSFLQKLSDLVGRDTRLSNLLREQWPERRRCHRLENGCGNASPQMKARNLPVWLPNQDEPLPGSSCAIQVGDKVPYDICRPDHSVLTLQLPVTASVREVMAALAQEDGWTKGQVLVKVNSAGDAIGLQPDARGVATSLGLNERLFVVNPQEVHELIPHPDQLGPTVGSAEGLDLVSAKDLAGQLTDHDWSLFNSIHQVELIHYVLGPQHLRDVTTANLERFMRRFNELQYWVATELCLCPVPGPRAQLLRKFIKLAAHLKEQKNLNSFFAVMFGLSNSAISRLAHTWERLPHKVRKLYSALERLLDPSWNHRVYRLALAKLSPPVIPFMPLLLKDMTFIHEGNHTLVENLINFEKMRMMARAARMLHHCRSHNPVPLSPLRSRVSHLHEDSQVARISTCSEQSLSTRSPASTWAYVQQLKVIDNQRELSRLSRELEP
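EPAC1 100 nM, Rap1B–BODIPY-GDP 250 nM, unlabeled GDP 50 uM; compound titration; 5 min RT; kinetic read ex480/em540 at 5-min intervals ×30 min; data normalized to 6.5 mM cAMP agonist control.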
EPAC1 antagonist: qHTS for Antagonist of cAMP-regulated guanine nucleotide exchange factor 3 (EPAC1): primary screen; Rap guanine nucleotide exchange factor 3 (Homo sapiens), O95398; Potency, µM (doses to about 115 µM), without a hit: top-dose activity change, negative = inhibition, most hits filed as inhibitors; EPAC1 GEF assay, Rap1b-BODIPY-GDP exchange fluorescence; 360,000 compounds, 0.14% hits;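 note: potency is the fitted concentration of half-maximal effect; plate controls were vehicle for no effect and positive control for full effect; nearly all actives have a fitted effect of over 50% in size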
EPAC2 antagonist: qHTS for Antagonist of cAMP-regulated guanine nucleotide exchange factor 2 (EPAC2): primary screen. Rap guanine nucleotide exchange factor 4 (Homo sapiens), Q8WZA2. EPAC2 GEF exchange of Rap1B-BODIPY-GDP, fluorescence. Potency, µM (highest dose often 114 µM), for the others: top-dose activity, negative = inhibition, most hits filed as inhibitors. 360,000 compounds, 0.18% hits; note: potency is the fitted concentration of half-maximal effect; % is set by controls: 0 for no effect and ±100 for the full control effect; nearly all actives have a fitted effect of over 45% in size; many of its hits are not listed in these tables
* marks the source's active call; other numbers are inactive results; ? = inconclusive; . = no result given. Unless noted, calls come from the whole dose curve; as a rule, active = well fitted curve in the direction sought with a large enough effect; inconclusive = small, poorly fitted or top-dose-only effect, or another doubt; inactive = no such curve, though single readings can be large; an effect the other way counts as inactive or inconclusive.

SMILES | PLK1 PBD inh | CCT modulator | PI5P4K alpha inh | MmCpn inh | WRN helicase inh | EPAC1 ag | EPAC1 antagonist | EPAC2 antagonist
COC(=O)N1CCc2c(sc(NC(=O)C3COc4ccccc4O3)c2C(N)=O)C1 (stereo not given) | 11µM* | -27 | -27 | 0% | -32% | -4% | -12% | -6%
O=C(c1ccc2snnc2c1)N1CCOCC1 | -8% | -1.1 | . | 0% | -5% | 5% | 15% | -3%
CCN(CC(=O)NCc1cccs1)C(=O)CCc1c[nH]c2ccccc12 | -3% | -1.6 | -5 | -2% | -4% | -2% | 1% | 4%
Cc1ccc(S(=O)(=O)Oc2ccc(/C=C(/NC(=O)c3ccccc3)C(=O)Nc3ccccc3)cc2)cc1 | -5% | -67* | -8 | 3% | -1% | -16% | 11% | 1%
NS(=O)(=O)c1ccc(NC(=O)CSc2cn[nH]n2)cc1 | -1% | 1.0 | 6 | 0% | -5% | 0% | -2% | 4%
Cn1c(N)c(C(=O)COC(=O)CCC2CCCCC2)c(=O)n(C)c1=O | -6% | 1.7 | -3 | 3% | -8% | -4% | -19% | ?
COc1ccc(-c2nc3n(c2C)CCC3)cc1 | -8% | -2.5 | 4 | -4% | -4% | 6% | -1% | -2%
CN(C)c1ccc(C=C2C=CC=C2)cc1 | -16% | 1.7 | -18 | . | -18% | 4% | -7% | -1%
Cc1ccc([N+](=O)[O-])c(OCCN2C(=O)NC(C)(C)C2=O)c1 | -27% | -0.5 | -9 | 2% | -2% | -2% | ? | -14%
Nc1nnc(SCC(=O)Nc2ccc(S(=O)(=O)N3CCOCC3)cc2)s1 | -10% | 0.1 | . | -2% | -2% | 5% | 2% | 2%
C[C@H](NC(=O)c1nc[nH]c1C(=O)N1CCN(C(=O)OC(C)(C)C)CC1)C(=O)OC(C)(C)C | 0% | 1.9 | 2 | 2% | -3% | -5% | -5% | 3%
COc1ccc(NC(=O)NCCCCc2ccccc2)cc1 | 2% | -1.8 | -2 | -5% | 7% | -5% | 16% | 8%

Profiles, quoted from the list. Order of values: PLK1 PBD inh	CCT modulator	PI5P4K alpha inh	MmCpn inh	WRN helicase inh	EPAC1 ag	EPAC1 antagonist	EPAC2 antagonist
`COc1ccc(-c2nc3n(c2C)CCC3)cc1` across the screens: -8%	-2.5	4	-4%	-4%	6%	-1%	-2%
`CN(C)c1ccc(C=C2C=CC=C2)cc1` across the screens: -16%	1.7	-18	.	-18%	4%	-7%	-1%
`Cc1ccc([N+](=O)[O-])c(OCCN2C(=O)NC(C)(C)C2=O)c1` across the screens: -27%	-0.5	-9	2%	-2%	-2%	?	-14%

6 structures already listed, sorted by length of the SMILES, ascending:
SMILES | PLK1 PBD inh | CCT modulator | PI5P4K alpha inh | MmCpn inh | WRN helicase inh | EPAC1 ag | EPAC1 antagonist | EPAC2 antagonist
COc1ccc(-c2nc3n(c2C)CCC3)cc1 | -8% | -2.5 | 4 | -4% | -4% | 6% | -1% | -2%
COc1ccc(NC(=O)NCCCCc2ccccc2)cc1 | 2% | -1.8 | -2 | -5% | 7% | -5% | 16% | 8%
NS(=O)(=O)c1ccc(NC(=O)CSc2cn[nH]n2)cc1 | -1% | 1.0 | 6 | 0% | -5% | 0% | -2% | 4%
Cn1c(N)c(C(=O)COC(=O)CCC2CCCCC2)c(=O)n(C)c1=O | -6% | 1.7 | -3 | 3% | -8% | -4% | -19% | ?
Cc1ccc([N+](=O)[O-])c(OCCN2C(=O)NC(C)(C)C2=O)c1 | -27% | -0.5 | -9 | 2% | -2% | -2% | ? | -14%
COC(=O)N1CCc2c(sc(NC(=O)C3COc4ccccc4O3)c2C(N)=O)C1 (stereo not given) | 11µM* | -27 | -27 | 0% | -32% | -4% | -12% | -6%

Next part
SMILES | PLK1 PBD inh | CCT modulator | PI5P4K alpha inh | MmCpn inh | WRN helicase inh | EPAC1 ag | EPAC1 antagonist | EPAC2 antagonist
COc1ccc(Cn2nnnc2C(c2ccccc2Cl)N2CCC(C(N)=O)CC2)cc1 (stereo not given) | -6% | 0.7 | 2 | 1% | -19% | 5% | 12% | 19%
Cc1ccc(S(=O)(=O)c2nnn3c2nc(N2CCN(c4ccccn4)CC2)c2ccccc23)cc1C | -11% | 0.8 | 3 | 0% | -4% | 6% | 2% | -12%
Cn1c(=O)c2c(nc(OCc3cccnc3)n2Cc2ccccc2)n(C)c1=O | -3% | 0.6 | 6 | 2% | -9% | -7% | 6% | 8%
Cn1nc(C(=O)NNC(=O)Cc2ccc(S(=O)(=O)N3CCOCC3)s2)c2ccccc2c1=O | 2% | 1.1 | 5 | . | 5% | -4% | -1% | 14%
COc1cc(CN2CCCC(C(=O)c3ccc4c5c(cccc35)CC4)C2)cc(OC)c1O (stereo not given) | ? | -2.9 | -3 | -1% | 0% | 13% | -4% | 2%
C[C@H]1CN([C@@H](C)CO)C(=O)Cc2cc(NC(=O)Cc3ccccc3)ccc2O[C@H]1CN(C)C(=O)Nc1cccc2ccccc12 | -12% | -1.3 | 3 | 3% | -11% | 12% | -12% | -16%
CC1=CC(C)(C)N2C(=O)C3(SCC(=O)N3c3ccc(F)cc3)c3cc(C)cc1c32 (stereo not given) | -8% | -1.8 | . | 1% | -14% | 21% | -15% | -4%
COc1ccc(C(=O)NCC(=O)OCCCOC(=O)CNC(=O)c2ccc(OC)c(OC)c2)cc1OC | 2% | -0.6 | 9 | -4% | -11% | 2% | 6% | 14%
CCOc1[nH]n(-c2ccccc2)c(=O)c1C=Nc1ccc(OC)cc1 | 4% | -0.2 | 9 | -1% | -6% | 5% | -27% | -10%
O=c1[nH]ncc(N/N=C\c2ccncc2)c1Cl | -3% | -0.8 | 3 | -13% | -1% | 0% | -13% | -7%
C[C@@H]1CN([C@H](C)CO)C(=O)c2cc(NC(=O)c3ccncc3)ccc2O[C@@H]1CN(C)C(=O)Nc1ccccc1 | -25% | -5.5 | -21 | -4% | 9% | -12% | 1% | -2%
COc1ccc(Cn2c(/C=C/c3ccccc3)nc3ccccc32)cc1 | -5% | 0.2 | . | -5% | -8% | 0% | -31% | -5%
O=C(NCc1ccco1)c1ccc(S(=O)(=O)N2CCCCCC2)cc1 | -10% | -3.2 | 1 | -1% | 4% | 9% | 6% | -4%
CN(c1ccc(C(=O)Nc2ccc3c(c2)n(C)c(=O)n3C)cc1)S(C)(=O)=O | -2% | -2.5 | 0 | -1% | -3% | 6% | -7% | 1%
O=C(NNc1cccc(Cl)n1)Nc1ccc(Cl)cc1 | -15% | -0.7 | 0 | 1% | 2% | -7% | 11% | 13%
Cc1nc([N+](=O)[O-])cn1Cc1cccc([N+](=O)[O-])c1 | -13% | -1.0 | 3 | -1% | 6% | 13% | -18% | -8%
COc1ccc(-c2cc(C(=O)Nc3cc(S(N)(=O)=O)ccc3C)c3ccccc3n2)cc1OC | 4% | -20 | -12 | . | -4% | -11% | -9% | 0%
CS(=O)(=O)Nc1ccc(C(=O)CC(=O)Nc2ccc([N+](=O)[O-])cc2)cc1 | -3% | -0.2 | 2 | -2% | -11% | 16% | -3% | 4%
Cn1c(=O)[nH]c(=O)c2c1nc(NCc1ccccc1)n2CC(O)c1ccccc1 (stereo not given) | -1% | 0.4 | 4 | -1% | 1% | -12% | 8% | -2%
COc1ccc(NC(=O)c2cccc(N3C(=O)C4C5C=CC(C6CC56)C4C3=O)c2)cc1 (stereo not given) | -7% | -1.4 | -8 | 0% | -30% | 14% | -27% | -12%
Cc1cc(C(=O)Nc2ccccc2C(=O)O)ccc1NC(=O)COc1ccccc1Cl | ? | 1.0 | ? | 0% | -3% | -15% | 6% | -3%
COCCCN1C(=O)c2ccc(C(=O)Nc3ccc(OC)cc3OC)cc2C1=O | -1% | -2.5 | 3 | 0% | -11% | -9% | 5% | 6%
OC(c1ccc(Cl)cc1)c1nccc2ccccc12 (stereo not given) | -8% | -5.3 | -6 | -2% | 3% | 4% | -2% | ?
Cc1nnc(SCc2ccc(C(=O)c3ccc(Cl)cc3)o2)n1-c1ccccc1 | -3% | 1.6 | . | -1% | -15% | 12% | -1% | -3%
COc1cc(N(C)C)ccc1C=c1c2ccccc2n2c1cc(-c1ccccc1)[n+]2C | ? | -3.4 | ? | . | 20µM* | -7% | -22% | -26%
CC(C)(C)CC(=O)Nc1nnc(C(F)(F)F)s1 | -4% | -3.4 | -5 | 0% | 12% | -14% | -8% | -2%
C/C(=N\NC(=O)CN1CCN(S(=O)(=O)c2ccc(C)cc2)CC1)c1cccnc1 | -11% | -2.7 | 9 | 0% | 2% | 3% | 15% | -1%
Cc1cc(=O)[nH]c(SCc2cccc3ccccc23)n1 | -4% | -3.2 | 9 | -1% | 2% | -1% | -4% | -6%
Cc1cc(NC(=O)CSCC(=O)Nc2ccc(C)c(C)c2)no1 | -9% | -0.5 | 2 | 0% | 3% | 12% | 14% | 4%
O=C(Nc1ccccc1C(=O)N1CCOCC1)c1ccncc1 | -2% | 2.1 | 4 | -2% | -8% | 9% | -13% | -2%
Cc1ccc(N2CC(C(=O)OCc3nc(N)nc(Nc4ccccc4C)n3)CC2=O)cc1 (stereo not given) | -7% | -1.0 | 3 | 2% | -3% | 5% | -24% | -9%
CC(C)=Cc1c(O)nc2ccccn2c1=O | -6% | -4.0 | 4 | -8% | -3% | 20% | 2% | 0%
O=C(c1cc2c(=O)oc3ccccc3c2s1)N1CCOCC1 | -2% | -1.8 | -1 | 2% | -20% | 0% | -9% | -2%
Cc1cc(C)cc(NC(=O)CN2CCC(C(=O)c3ccccc3)CC2)c1 | -1% | -1.7 | 0 | -3% | -17% | -5% | -10% | -9%
O=C(Nc1ccccc1C(=O)Nc1ccccn1)c1cccc([N+](=O)[O-])c1 | -17% | -0.6 | 2 | 0% | -29% | 5% | ? | -4%

An excerpt. The share of hits here may be higher or lower than overall.
